Bioassay records (PubChem BioAssay)
MDM2 E3 inh = blocks human Mdm2 ubiquitin ligase activity; Q00987; cell-based MDM2 ubiquitination luciferase reporter, 2 h; 0 = plate control, 100 = twice control, blank-subtracted; signal enhancement, % at 5 µM; 210,000 tested, 0.11% active; AID 1230;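 active means signal enhancement of 30% or more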;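 further: luminescence tracks abundance of the self-degrading MDM2-luciferase fusion protein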
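Material: stable MDM2–luciferase fusion reporter cells / Quantity: 2000 cells/well / Dosing: single 5 µM compound dose, 0.2% final DMSO / Buffer or medium: DMEM / Schedule: 4 h cell settling then 2 h compound exposure, 37 °C / Detection: luminescence with SteadyLite reagent, 15 min at room temperature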
NCF1 inh = p47phox (human) inhibition. P14598. p47phox/p22phox peptide binding, fluorescence polarization, 2 h. inhibition, % at 24.7 µM. 220,000 tested, 0.53% active. AID 1274;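 active means inhibition above about 30%, limit read from the data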;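 further: 0% = p47phox with labelled peptide and 100% = labelled peptide alone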
Target sequence (P14598 whole entry, looked up): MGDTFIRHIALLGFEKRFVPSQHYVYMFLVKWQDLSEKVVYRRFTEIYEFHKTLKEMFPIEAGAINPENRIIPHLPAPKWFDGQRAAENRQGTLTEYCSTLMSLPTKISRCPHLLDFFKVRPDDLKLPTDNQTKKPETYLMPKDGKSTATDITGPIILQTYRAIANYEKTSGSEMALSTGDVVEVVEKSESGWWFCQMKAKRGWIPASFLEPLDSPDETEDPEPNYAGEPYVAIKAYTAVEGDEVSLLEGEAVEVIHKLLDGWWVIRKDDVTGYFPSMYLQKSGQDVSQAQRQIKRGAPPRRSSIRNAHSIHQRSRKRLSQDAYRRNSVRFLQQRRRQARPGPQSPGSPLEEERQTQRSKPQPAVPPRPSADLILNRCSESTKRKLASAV
Runt-SMMHC FRET = inhibitors of human RUNX1 Runt domain binding to CBFb-SMMHC | Q01196+Q13951 | AID 1434 | Cerulean-Runt/Venus-CBFb-SMMHC FRET ratio 530/480, 1 h | inhibition, % at 20 µM | 220,000 tested, 0.74% active;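 active means mean inhibition across duplicate retests at 20 µM reaching about 50%, limit read from the data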;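 further: 0% = DMSO wells and 100% = wells with excess untagged CBFb-SMMHC; inhibitors lower the FRET ratio by blocking Runt binding to CBFb-SMMHC; some results filed as inactive read as strong as hits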
Hck Nef HTS = human Hck-Nef kinase inhibition. P08631. Recombinant Hck-YEEI plus Nef, Z-Lyte FRET kinase assay. inhibition, % at 20 µM. 220,000 tested, 0.68% active;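 active means Hck-Nef kinase inhibition above about 50%, limit read from the data; inactive means inhibition below that limit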;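 further: 0% = DMSO with Hck plus Nef and 100% = Hck alone without Nef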
Tb hexokinase = T. brucei hexokinase 1 inhibition. inhibition, % at 10 µM. AID 1430. 220,000 tested, 0.11% active. recombinant TbHK1, G6PDH-coupled NADH A340;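 active means inhibition of 50% or more in the single-dose primary screen; inactive means inhibition below 50%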
Runt-CBFb FRET = Runt domain-CBFb interaction inhibition; inhibition, % at 20 µM; 220,000 tested, 0.46% active; Cerulean-Runt/Venus-CBFb FRET ratio 530/480, 1 h; Q01196+Q13951;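 active means inhibition over about 50% at 20 µM in the single-dose screen, limit read from the data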;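 further: 0% = DMSO wells and 100% = excess unlabeled CBFb competitor control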
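Schedule: protein complex preformed 1 h, compound exposure 1 h, room temperature, dark; test system: Cerulean-labeled Runt domain protein; amount: 100 nM per protein; buffer or medium: Tris 50 mM pH 7.5, KCl, K2SO4, 0.01% BSA; read-out: loss of energy transfer signal; detection: FRET fluorescence; controls: 5 µM unlabeled CBFb as full-inhibition high control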
14-3-3 Bad inh = disrupts binding of bovine 14-3-3 zeta to phospho-Bad peptide. P63103. TR-FRET 14-3-3zeta/Dy647-pBad peptide displacement, 1 h. inhibition, % at 21.7 µM. 220,000 tested, 0.71% active;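 active means inhibition above about 70%, limit read from the data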;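 further: 0% = full 14-3-3 plus peptide FRET controls and 100% = background without 14-3-3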
Target sequence (P63103 whole entry, looked up): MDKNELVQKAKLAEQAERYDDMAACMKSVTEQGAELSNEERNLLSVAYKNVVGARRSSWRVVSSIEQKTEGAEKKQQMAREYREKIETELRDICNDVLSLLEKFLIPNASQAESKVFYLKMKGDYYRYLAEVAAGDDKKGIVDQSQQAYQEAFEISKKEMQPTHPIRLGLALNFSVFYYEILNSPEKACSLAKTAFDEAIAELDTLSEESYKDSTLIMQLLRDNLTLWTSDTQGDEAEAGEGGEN
L929 necroptosis = L929 zVAD cell death inhibition. L929 zVAD necroptosis rescue, ATP luminescence, 24 h; with zVAD 60 µM. viability rescue, % at 10 µM. 220,000 tested, 0.38% active;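 active means activation, scaled between plate controls, above about 75%, limit read from the data; inactive means activation under that limit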;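 further: 0% = zVAD with DMSO and 100% = DMSO alone without zVAD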
EBV gp42 block = inhibitors of Epstein-Barr virus glycoprotein 42; inhibition, % (tested at 21.74 µM); Fluorescence polarization binding assay, mP read-out; 220,000 tested, 0.42% active; Q1HVG2; in the data active means inhibition above about 50%
Target sequence (Q1HVG2 whole entry, looked up): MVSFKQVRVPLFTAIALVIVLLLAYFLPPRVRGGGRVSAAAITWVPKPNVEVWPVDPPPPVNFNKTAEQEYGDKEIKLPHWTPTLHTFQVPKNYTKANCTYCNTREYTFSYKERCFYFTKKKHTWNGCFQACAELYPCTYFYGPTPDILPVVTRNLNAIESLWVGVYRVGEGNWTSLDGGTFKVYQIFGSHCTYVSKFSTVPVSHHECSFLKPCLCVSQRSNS
Starred values were filed as active, the others as inactive; / = not tested or not shown; [ ] = remark or other dose.

SMILES	MDM2 E3 inh	NCF1 inh	Runt-SMMHC FRET	Hck Nef HTS	Tb hexokinase	Runt-CBFb FRET	14-3-3 Bad inh	L929 necroptosis	EBV gp42 block
Cc1ccc(NC(=O)CN2CCN(CCN=CC3=C(O)CC(c4ccccc4)CC3=O)CC2)cc1 (centres undefined)	-8.1	-6.9	-0.5	2.9	-10.1	-9.6	-0.4	2.4	-2.3
Nc1nc(CSc2ncn[nH]2)nc(Nc2ccc(F)cc2)n1	-12.2	-4.8	1.9	10.7	6.1	1.0	2.5	-1.4	2.8
CNc1nnc(C(F)(F)F)s1	-0.2	-3.4	0.0	19.8	-5.6	1.6	3.5	0.1	-11.7
COc1ccc2nc(N3CCCC3)c(C#N)cc2c1	-3.0	-12.3	/	1.7	10.4	60.4*	-3.2	0.3	126.7*
Cc1nc2cc(C(=O)NCc3ccc4c(c3)OCO4)ccc2n1-c1ccc(Br)cc1	-16.1	-27.4	5.6	2.9	-0.6	-2.3	-20.0[fluorescence artefact?]	0.4	-5.3
CCCOc1ccc2oc(=O)c3c(c2c1)CCCN3C(=O)CN1CCc2ccccc2C1	-18.4	4.7	1.5	11.2	-16.0	-4.5	9.7	-0.6	-12.3
Cc1ccccc1OCCn1cnc2c(N)ncnc21	-25.9	40.9*	-0.9	-21.2	6.6	-1.7	46.7	-0.2	-0.7
CC(=O)c1cccc(-n2nnnc2SCC(=O)Nc2ccccc2N2CCCCC2)c1	-17.9	-13.9	3.8	-0.6	5.1	-1.8	-1.1[fluorescence artefact?]	-0.1	-13.0
COC(=O)CCC(=O)OC1(C)C(=O)C=C2C=C(C3CC3)N(CC(C)C)C=C2C1=O (centres undefined)	-5.3	4.5	11.0	-2.3	-23.6	3.8	-7.3	0.9	-3.8
COc1ccc2[nH]c(O)c(N=NC(=N)N)c2c1	-9.8	-2.3	0.6	6.6	-30.4	0.5	-6.6	0.8	-2.2
Cc1nn(Cc2ccc(F)cc2)c(C)c1NC(=O)C1c2ccccc2Oc2ccccc21	5.8	1.2	3.4	2.3	13.4	-1.1	4.7	0.1	-4.4
O=C(Cn1c(=S)[nH]c2ccccc2c1=O)NCCc1ccccc1	-2.2	-2.5	1.4	-2.5	-0.7	1.1	-2.8	4.2	-6.6
CCOCCCN(C(=O)Nc1ccc(CC)cc1)C1CCN(C(C)=O)CC1	10.8	-5.5	-0.4	-1.6	-0.8	-2.5	-0.1	0.7	-13.9
COc1ccc(S(=O)(=O)Nc2cc(C)on2)cc1OC	-1.7	-1.9	1.6	1.2	5.2	0.2	-8.1	0.0	-16.3
Cn1c2ccccc2c(=O)c2c(=O)n(Cc3ccccc3)c(-c3ccc(F)cc3)nc21	-13.0	5.9	3.0	46.9	-16.8	0.0	9.1	0.3	-10.6
CCOC(=O)COc1cc([N+](=O)[O-])cc2cccnc12	-14.2	2.0	/	20.5	-9.9	/	-1.6	15.4	-2.3
O=C(CSc1ccc(-c2ccco2)nn1)NC1CCCC1	32.5*	2.9	-6.0	18.6	-8.1	-0.8	-12.7	0.6	-13.7
CC(C)OC(=O)c1cccnc1N1CCN(c2ccc(F)cc2)CC1	-5.7	-14.6	3.1	0.0	-2.8	-2.1	7.9	0.1	-5.2
Nc1ccccc1SSc1ccccc1N	/	6.0	48.3	-35.2	-6.1	47.2	5.0	-0.3	-12.6
CCCCn1c(C(C)NC(=O)CC)nc2ccccc21 (centres undefined)	-20.8	-6.5	0.7	1.8	0.7	1.3	-12.0[fluorescence artefact?]	-0.5	-11.4
Cc1cc(C)cc(N(CCC(=O)Nc2nnc(C)s2)S(=O)(=O)c2ccc(Cl)cc2)c1	2.5	-14.8	1.4	-0.7	26.8	-2.6	5.0	-0.5	-12.6
O=S(=O)(c1ccccc1)N1CCN(c2nnnn2-c2ccccc2)CC1	-26.7	-6.3	4.3	-0.6	-11.0	-0.4	-10.9	-0.9	-6.5
CCOC(=O)Nc1cccc(OCC(=O)Nc2ccc(OC)cc2OC)c1	-8.7	-4.6	/	1.4	4.4	/	-8.2	0.0	-24.8
NC(=O)c1ccccc1Br	-3.5	-11.1	2.6	19.7	-26.8	2.6	-2.3	0.2	-15.2
O=C(Nc1ccccc1)NC1CCCCNC1=O (centres undefined)	-7.5	-3.1	-2.9	15.0	-2.7	-0.9	-0.3	1.2	-10.6
O=[N+]([O-])c1ccc(Sc2nnnn2-c2ccccc2)nc1	-16.9	/	2.8	5.9	3.7	1.1	7.1	2.5	-8.2
Cc1oc2cc3c(C(=O)N4CCCCC4)c(C)oc3cc2c1C(=O)N1CCCCC1	-27.1	2.5	-7.0	-0.4	-7.1	-0.9	-4.4	0.2	-26.2
O=C1C=CC(=O)N1N(c1ccccc1)c1ccccc1	-8.9	9.3	/	-3.6	10.8	71.7*	18.7	-0.2	-10.7
CCN(CC)C(=O)CN1CCN(c2ccccc2F)CC1	-21.6	-11.8	-2.0	-0.4	-4.5	0.6	45.1	1.2	4.9
Cc1ccc(C)c(Nc2c([N+](=O)[O-])c(=O)oc3ccccc23)c1	-4.4	-5.0	0.9	12.4	-21.1	-0.3	3.4	-0.4	-6.9
O=C(CCc1nnc(-c2ccsc2)o1)N1CCc2c(Cl)cccc2C1	-6.2	-0.2	-1.6	19.1	4.9	-0.7	1.6	0.1	-3.4
COC(=O)C1CCN(c2ccc([N+](=O)[O-])cc2)CC1	-8.2	-7.6	-2.7	9.8	-7.1	-3.3	-10.6	-0.4	-16.0
COc1ccc2c(c1)CC/C(=C/c1ccncc1)C2=O	7.9	-5.6	2.4	9.7	-22.9	2.0	-0.4	-0.5	2.1
Cc1cc2ccccn2c1C(=O)c1nc(NCc2ccco2)ncc1Cl	-13.0	-5.6	1.1	15.9	-4.0	1.8	-7.5	0.6	8.4
CCOc1c(Cl)cc(C(=O)Nc2ccccc2-c2ccccc2)cc1Cl	-21.1	-25.8	-0.3	-0.5	-3.4	0.7	-6.0[fluorescence artefact?]	-0.3	-19.7
COC(=O)c1ccc(-c2ncc(-c3cccc4ccccc34)o2)cc1	/	-8.6	11.1	23.2	-8.7	-2.3	-4.8	0.0	-3.1
CCCOc1ccc(N2C(=O)CC(SCCN)C2=O)cc1 (centres undefined)	-16.9	-1.4	-4.9	-1.0	-1.8	3.7	-6.8	-0.1	-10.0
O=C(Nc1nccs1)c1ccc(S(=O)(=O)NCc2cccs2)cc1	-9.2	-42.0	3.6	5.1	-7.4	0.7	/	100.0*	-26.9
CCOc1ccc(-n2cc(-c3ccc(OC)c(OC)c3)[nH]c2=S)cc1	-4.5	3.4	-2.4	11.6	-2.4	20.3	-2.7	0.5	15.3
C/C(=N\Nc1ccc([N+](=O)[O-])cc1[N+](=O)[O-])c1ccc(-n2nncc2C(C)(C)C)cc1	-4.9	-6.7	-4.0	5.7	-6.2	-1.6	-4.4	-0.3	-9.9
CCC1(C)Cc2ccccc2C(=O)N1 (centres undefined)	-43.8	-7.8	-1.7	12.5	-5.6	0.3	-0.4	0.8	-19.2
Cc1nn(C)cc1CNC(=O)CCC(=O)O	-26.5	0.1	1.3	-0.3	7.8	-1.8	2.8[fluorescence artefact?]	0.0	-2.9
CS(=O)c1ccccc1COC(=O)Nc1ccccc1 (centres undefined)	5.4	-9.5	0.9	19.9	-3.5	0.4	-13.4	1.3	-12.9
Cn1nc(CC(=O)NCc2cccc3ccccc23)c2ccccc2c1=O	-14.2	-1.3	0.3	-18.5	-2.2	-0.4	7.5	0.2	-21.3
CCOC(=O)c1ccc(NS(=O)(=O)c2ccc3c(c2)CCCN3C(C)=O)cc1	-7.0	-4.9	-0.9	9.1	3.5	0.4	4.3	0.0	3.9
O=C(CC1(O)C(=O)N(Cc2ccccc2)c2ccccc21)c1ccc2c(c1)OCO2 (centres undefined)	-20.6	-1.5	-2.1	-12.2	7.9	2.4	13.5	-0.1	-3.7

Filtered by structure: the entries above containing fluorine (six)
SMILES	MDM2 E3 inh	NCF1 inh	Runt-SMMHC FRET	Hck Nef HTS	Tb hexokinase	Runt-CBFb FRET	14-3-3 Bad inh	L929 necroptosis	EBV gp42 block
Nc1nc(CSc2ncn[nH]2)nc(Nc2ccc(F)cc2)n1	-12.2	-4.8	1.9	10.7	6.1	1.0	2.5	-1.4	2.8
CNc1nnc(C(F)(F)F)s1	-0.2	-3.4	0.0	19.8	-5.6	1.6	3.5	0.1	-11.7
Cc1nn(Cc2ccc(F)cc2)c(C)c1NC(=O)C1c2ccccc2Oc2ccccc21	5.8	1.2	3.4	2.3	13.4	-1.1	4.7	0.1	-4.4
Cn1c2ccccc2c(=O)c2c(=O)n(Cc3ccccc3)c(-c3ccc(F)cc3)nc21	-13.0	5.9	3.0	46.9	-16.8	0.0	9.1	0.3	-10.6
CC(C)OC(=O)c1cccnc1N1CCN(c2ccc(F)cc2)CC1	-5.7	-14.6	3.1	0.0	-2.8	-2.1	7.9	0.1	-5.2
CCN(CC)C(=O)CN1CCN(c2ccccc2F)CC1	-21.6	-11.8	-2.0	-0.4	-4.5	0.6	45.1	1.2	4.9
